KLK7 zymogen act: activates the human kallikrein-7 zymogen. AID 652039. activation, % at 7 µM. purified proKLK7, EDANS-DABCYL substrate fluorescence; 100% is mature enzyme control, 0% vehicle. 0.9% of 370,000 active. P49862;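 active = activation above the mean of all tested compounds plus 3 SD, computed per campaign excluding outliers beyond control limits, cut at about 13% in these data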
HGIII-sPLA2 inh: Blocks human group III sPLA2 activity | 0.56% of 370,000 active | AID 743126 | QFRET BODIPY PC-A2 liposome hydrolysis, fluorescence | Q9NZ20 | inhibition, % at 12.2 µM;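 active = inhibition above mean plus 3 SD of compounds lying within the high and low control bounds, cut at about 19% in these data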;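 also: 0% = median of test compound wells and 100% = no enzyme DMSO wells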
ARFGAP1 inhibitor: rat ARFGAP1 inhibition. Q62848. Arfgap1-stimulated ARF1 GTP hydrolysis, GDP FP detection. inhibition, % at 16.5 µM. 0.26% of 360,000 active;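 active = inhibition above a per-plate limit, mean inhibition of low control wells plus 3 SD, cut at about 25% in these data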;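 also: 0% = DMSO wells with enzyme and 100% = wells lacking Arfgap1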
Target sequence (Q62848 1-136 limits assumed): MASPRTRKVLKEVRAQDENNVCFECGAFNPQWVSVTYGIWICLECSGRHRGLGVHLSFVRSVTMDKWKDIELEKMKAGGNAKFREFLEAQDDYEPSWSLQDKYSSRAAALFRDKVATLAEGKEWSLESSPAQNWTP
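Material – truncated rat Arfgap1 GAP domain · Buffer or medium – HEPES-based buffer, pH 7.5 · Reagent – human ARF1(Δ1-17)-GTP substrate · Dosing – 16.5 µM single point, 1.26% DMSO · Schedule – GTP hydrolysis reaction 2 h at 25 °C · Technique – GDP detection by fluorescence polarization · Benchmarks – No-Arfgap1 wells (100%) versus DMSO full-reaction wells (0%) · Repeats – single replicate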
PLC-gamma1 inh: inhibitors of human phospholipase C gamma1; P19174; purified PLC-gamma1, fluorogenic substrate, fluorescence; inhibition, % at 12.2 µM; 0.84% of 370,000 active; AID 720700; in the data active = inhibition above about 9.5%
DDE Tn6 FP inh: disrupts Tn6 cyclic peptide binding to fibrin D-Dimer-E complex. P02675. 0.21% of 370,000 active. AID 720509. Fibrin DD(E) TRITC-Tn6 fluorescence polarization displacement. inhibition, % at 8.3 µM;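 active = inhibition above a per-campaign cutoff: mean of compounds within control limits plus 3 SD, cut at about 15% in these data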;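 also: 0% = median of all compound wells on the plate and 100% = blocking peptide control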
Rev-erbA mod: modulators of human Rev-erb alpha DNA binding; P20393; Rev-erbα–FITC-DNA binding, fluorescence polarization, 90 min; activity, % at 10 µM; 0.79% of 370,000 active; AID 1259318;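 active = activity above about 14%, limit read from the data; passing the limit was not always enough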;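 also: 0% = DMSO wells with 35 nM protein and 100% = DMSO wells with 750 nM protein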
UHRF1 binding: blocks human UHRF1 binding to methylated DNA; inhibition, % at 4.4 µM; AID 687016; UHRF1 binding to methylated oligo, TR-FRET; 0.75% of 370,000 active; Q96T88; in the data active = inhibition above about 21%;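 also: UHRF1 SRA domain binding a hemimethylated CpG hairpin DNA probe; 0% = median of test compound wells and 100% = reference inhibitor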
Target sequence (Q96T88 whole entry, looked up, the tested form may be a part): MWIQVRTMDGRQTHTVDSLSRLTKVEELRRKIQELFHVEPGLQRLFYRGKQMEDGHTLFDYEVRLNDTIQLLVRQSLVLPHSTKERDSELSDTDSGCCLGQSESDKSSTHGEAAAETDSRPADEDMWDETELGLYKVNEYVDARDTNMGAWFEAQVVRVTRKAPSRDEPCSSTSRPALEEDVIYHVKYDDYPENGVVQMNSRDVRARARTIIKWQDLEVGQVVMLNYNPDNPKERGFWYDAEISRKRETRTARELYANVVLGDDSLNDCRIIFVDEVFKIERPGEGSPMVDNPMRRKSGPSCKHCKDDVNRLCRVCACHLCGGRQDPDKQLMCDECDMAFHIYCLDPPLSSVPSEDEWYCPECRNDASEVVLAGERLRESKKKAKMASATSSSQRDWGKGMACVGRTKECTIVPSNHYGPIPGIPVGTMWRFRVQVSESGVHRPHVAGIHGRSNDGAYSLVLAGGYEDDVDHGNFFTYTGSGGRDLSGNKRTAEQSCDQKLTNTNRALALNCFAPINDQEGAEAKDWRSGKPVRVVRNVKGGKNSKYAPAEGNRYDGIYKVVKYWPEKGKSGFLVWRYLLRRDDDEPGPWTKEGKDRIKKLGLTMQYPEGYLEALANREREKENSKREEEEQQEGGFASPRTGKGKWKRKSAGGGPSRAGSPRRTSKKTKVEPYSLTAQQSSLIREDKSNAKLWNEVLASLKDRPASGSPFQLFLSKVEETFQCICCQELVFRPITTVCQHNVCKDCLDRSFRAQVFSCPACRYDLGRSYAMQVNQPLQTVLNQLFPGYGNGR
PLC-beta3 inh: blocks human PLC-beta3 enzyme activity | Purified PLC-beta3, fluorogenic substrate, fluorescence | 0.18% of 370,000 active | Q01970 | inhibition, % at 12.2 µM | AID 720704; in the data active = inhibition above about 11%;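 also: 0% = median of compound wells on plate and 100% = full blocker control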
DDE Tn7 FP inh: DD(E)-Tn7 binding inhibition, primary FP screen. P02675. FP displacement of FITC-Tn7 peptide from fibrin DD(E); 0% = median of compound wells per plate. inhibition, % at 8.3 µM. 0.13% of 370,000 active;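 active = inhibition above the mean of compounds falling within the control limits plus 3 SD of them, cut at about 14% in these data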;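 also: 0% = plate median of compound wells and 100% = 10 µM Aha-Tn7 peptide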
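Test system: human clot-derived fibrin DD(E) complex / Quantity: 2 µM final DD(E) protein / Incubation: 10 min plus 3 h, room temperature / Measured by: fluorescence polarization / Benchmarks: high control of 10 µM Aha-Tn7 peptide / Replicates: singlicate testing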
ASAP1 inh: ASAP1 ArfGAP inhibition | Q9ULH1 | ASAP1-stimulated ARF1 GTP hydrolysis, GDP FP detection | inhibition, % at 16.5 µM | 0.19% of 360,000 active; in the data active = inhibition above about 25%;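 also: 0% = vehicle with enzyme and substrate and 100% = no enzyme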
Numbers without * were called inactive. Compounds were not picked by outcome. Share with any hit: about 4.5%.

Order of results: PLC-beta3 inh	UHRF1 binding	HGIII-sPLA2 inh	DDE Tn6 FP inh	DDE Tn7 FP inh	PLC-gamma1 inh	ARFGAP1 inhibitor	KLK7 zymogen act	Rev-erbA mod	ASAP1 inh
#1 O=S(=O)(NCC(c1cccnc1)N1CCN(Cc2ccccc2)CC1)c1ccc(F)cc1 (configuration not stated)
 : -8	-2	-7	-1	1	-4	15	-0.2	-1	6
#2 COc1ccc(NC(=O)CN2CCC3(O)CCCCC3C2c2cc(OC)ccc2OC)cc1 (configuration not stated)
 : 1	-2	-18	-2	-2	2	-7	-0.2	-3	-5
#3 Clc1ccc(-c2cc3ccccc3nc2N2CCCC2)cc1
 : -2	0	8	3	-3	-5	2	-1.1	-1	11
#4 Cc1cc(/C=C(/C#N)C(=O)Nc2ccccc2)c(C)n1-c1cccnc1
 : -10	-1	7	-1	5	-5	0	-0.2	-6	9
#5 CC(C)c1ccccc1NCC(=O)N1CCN(Cc2ccccc2)CC1
 : -7	0	0	-8	4	-4	4	0.9	6	7
#6 CC1CCCC(NC(=O)C2CC(=O)N(Cc3ccccc3)C2)C1C (configuration not stated)
 : -1	0	6	-1	-2	0	17	0.4	-3	-9
#7 O=C(CSc1ccsc1[N+](=O)[O-])Nc1cccc(F)c1
 : 1	4	-7	5	-5	5	2	0.3	-9	-4
#8 O=C(C[n+]1ccccc1)N/N=C/c1ccc(C(=O)O)cc1
 : 1	-1	-4	-6	-1	1	10	0.3	0	-22
#9 O=C(c1ccccc1)c1ncc(C(F)(F)F)cc1Cl
 : 4	5	-1	-7	3	0	0	0.0	-5	3
#10 FC(F)(F)c1ccccc1NC1=NCCC1
 : 3	-1	-3	10	-1	0	-6	0.5	-5	12
#11 O=C(Nc1nc(-c2ccccc2)cs1)c1cccnc1
 : 0	-7	-1	-3	0	2	0	-0.1	1	-2
#12 CCNC(=S)NNC(=O)CC(C)C
 : -1	1	5	-5	-2	6	-3	-0.1	-2	15
#13 O=C(N/N=C\c1ccc([N+](=O)[O-])s1)C1COc2ccccc2O1 (configuration not stated)
 : -10	1	4	2	-4	2	-8	-0.1	-1	9
#14 COc1cc(C(=O)OCC(=O)Nc2cc(C)on2)c([N+](=O)[O-])cc1OC
 : 1	-1	1	0	5	-1	12	0.1	0	12
#15 CCN(CC)c1ccc(NC(=O)CSc2ccsc2[N+](=O)[O-])c(C)c1
 : -1	-4	3	5	1	3	1	-0.2	-10	4

Whole records, quoted from the list. Screens in order: PLC-beta3 inh | UHRF1 binding | HGIII-sPLA2 inh | DDE Tn6 FP inh | DDE Tn7 FP inh | PLC-gamma1 inh | ARFGAP1 inhibitor | KLK7 zymogen act | Rev-erbA mod | ASAP1 inh
Shown for Cc1cc(/C=C(/C#N)C(=O)Nc2ccccc2)c(C)n1-c1cccnc1 = -10 | -1 | 7 | -1 | 5 | -5 | 0 | -0.2 | -6 | 9
Shown for COc1ccc(NC(=O)CN2CCC3(O)CCCCC3C2c2cc(OC)ccc2OC)cc1 (configuration not stated) = 1 | -2 | -18 | -2 | -2 | 2 | -7 | -0.2 | -3 | -5

The results go on:
Order of results: PLC-beta3 inh	UHRF1 binding	HGIII-sPLA2 inh	DDE Tn6 FP inh	DDE Tn7 FP inh	PLC-gamma1 inh	ARFGAP1 inhibitor	KLK7 zymogen act	Rev-erbA mod	ASAP1 inh
#16 CNc1ccc(-c2cc(OC)ccc2OC)cn1
 : -170	-1	-1	-3	2	-127	-7	4.5	-4	-1
#17 CCc1nn(C(C)C(=O)N2CC(C)CC(C)C2)c(=O)c2cc3occc3n12 (configuration not stated)
 : -5	1	-1	-4	-5	4	-3	-1.2	-2	-8
#18 COc1ccc(N2CCN(C(CNC(=O)C(=O)NCC3CCCO3)c3ccco3)CC2)cc1 (configuration not stated)
 : 0	6	15	-6	1	-5	5	0.0	0	-2
#19 Cn1c(N)c(C(=O)Nc2ccc3ccccc3c2)sc1=S
 : -1	12	2	0	-3	-4	-4	0.8	-4	2
#20 O=C(Cn1nc(C(=O)O)c2ccccc2c1=O)Nc1cccc(S(=O)(=O)N2CCCCCC2)c1
 : 2	-1	1	-4	-3	2	8	0.2	-5	-3
#21 CC(C)c1ccccc1NC(=S)NCc1nc2ccccc2[nH]1
 : -16	-2	9	-1	5	-10	3	0.1	2	15
#22 O=C(NCc1ccc(F)cc1)c1cc(C2CCCCN2C(=O)c2ccc(Cl)cc2)on1 (configuration not stated)
 : -9	0	0	4	3	1	6	0.1	4	2
#23 COc1cc(SC)ccc1C(=O)NCCOc1ccc(F)cc1
 : 2	-2	-7	4	1	4	-5	-0.5	-2	-3
#24 COCCNC(=O)C(c1ccccc1C)N(CCOC)C(=O)Cn1nnc2ccccc21 (configuration not stated)
 : 2	18	4	-11	3	3	4	-0.3	0	3
#25 O=C(COC(=O)c1ccccc1NC(=O)c1ccco1)NC1CC1
 : -10	-1	0	-5	3	-6	10	-0.3	4	2
#26 COc1ccc(CC(=O)Nc2nnc(C(C)C)s2)cc1
 : -5	-4	-4	-3	-4	1	1	0.1	-3	3
#27 O=C(Cc1c(F)cccc1Cl)N1CCN(C(=O)c2ccco2)CC1
 : 3	1	2	4	2	-2	2	0.1	-3	0
#28 Cc1ccc(S(=O)(=O)N2CCN(C(=O)COC(=O)COc3ccc(Cl)c(C)c3)CC2)c(C)c1
 : -2	1	1	2	-4	-1	3	-0.3	11	0
#29 COc1cc(NS(=O)(=O)c2c(C)oc3c(F)c(F)c(F)c(F)c23)cc(OC)c1OC
 : -3	-3	-14	-1	6	2	-3	0.5	-2	-2
#30 COc1cc(/C=N/NC(=O)COc2c(C)cc([N+](=O)[O-])cc2C)ccc1OC(=O)c1ccccc1
 : 3	3	-14	5	1	2	-5	0.2	4	-11

Fetched by structure from the list above, four records:
Order of results: PLC-beta3 inh	UHRF1 binding	HGIII-sPLA2 inh	DDE Tn6 FP inh	DDE Tn7 FP inh	PLC-gamma1 inh	ARFGAP1 inhibitor	KLK7 zymogen act	Rev-erbA mod	ASAP1 inh
#20 O=C(Cn1nc(C(=O)O)c2ccccc2c1=O)Nc1cccc(S(=O)(=O)N2CCCCCC2)c1
 : 2	-1	1	-4	-3	2	8	0.2	-5	-3
#22 O=C(NCc1ccc(F)cc1)c1cc(C2CCCCN2C(=O)c2ccc(Cl)cc2)on1 (configuration not stated)
 : -9	0	0	4	3	1	6	0.1	4	2
#27 O=C(Cc1c(F)cccc1Cl)N1CCN(C(=O)c2ccco2)CC1
 : 3	1	2	4	2	-2	2	0.1	-3	0
#26 COc1ccc(CC(=O)Nc2nnc(C(C)C)s2)cc1
 : -5	-4	-4	-3	-4	1	1	0.1	-3	3

New compounds follow.
Order of results: PLC-beta3 inh	UHRF1 binding	HGIII-sPLA2 inh	DDE Tn6 FP inh	DDE Tn7 FP inh	PLC-gamma1 inh	ARFGAP1 inhibitor	KLK7 zymogen act	Rev-erbA mod	ASAP1 inh
#31 CCCCN(CCCC)CCCNC(=O)c1ccc2nc(-c3ccccc3NC(C)=O)c(=O)[nH]c2c1
 : -12	-2	-4	-2	-4	-7	13	-4.2	0	-2
#32 CCn1ccnc1CNC(=O)c1ccc2oc(C(C)C)nc2c1
 : 0	-2	-4	-6	-7	0	2	-0.8	0	-5
#33 O=S(=O)(c1cccs1)N1CCN(Cc2nc3ccccc3s2)CC1
 : 4	0	-8	-5	5	2	-5	0.5	-3	-10
#34 COc1cccc(NC(=O)CSc2nnc(Cc3cccn3C)n2-c2ccc(F)cc2)c1
 : -6	2	-28	-7	2	-1	-4	0.0	-6	-10
#35 O=C(O)c1cccc(S(=O)(=O)NCC2COc3ccccc3O2)c1 (configuration not stated)
 : 1	1	5	4	-11	9.8*	4	0.2	-2	6
#36 O=C(NNC(=O)c1cccc(-n2cnnn2)c1)c1ccccc1
 : 0	1	5	-4	-2	0	5	0.6	-1	-1
#37 COc1ccc(C(OCC(O)CN2CCC(O)CC2)c2ccc(OC)cc2)cc1 (configuration not stated)
 : -4	-3	5	7	2	7	-12	-0.7	-3	-1
#38 Cc1ccc(CNC(=O)C2CCC(CNS(=O)(=O)c3cccs3)CC2)cc1 (configuration not stated)
 : -3	8	-11	8	7	-4	-10	-0.7	-2	2
#39 CCOC(=O)c1c(/N=C/C2=C(O)CC(C)(C)CC2=O)sc(C)c1C
 : -4	-2	4	1	-2	-4	5	0.8	4	-13
#40 CCC(=O)NC(c1ccc(OC)cc1)c1cc(Cl)c2cccnc2c1O (configuration not stated)
 : -10	-3	9	-1	1	-3	0	-0.1	3	-2
#41 Cc1ccc(SCC(=O)OCC(=O)N(C)CC(=O)Nc2ccccc2Cl)cc1
 : -8	4	6	7	1	-2	4	0.0	-3	-11
#42 Cc1cccc(C)c1OCC(=O)N(Cc1ccc(Cl)cc1)C1CCS(=O)(=O)C1 (configuration not stated)
 : -4	4	-30	-5	-1	3	7	0.1	5	5
#43 Oc1[nH]c2ccc(Br)cc2c1N=Nc1ccc(F)cc1
 : -4	2	5	-2	1	-3	10	-0.1	3	16
#44 CCN(CC(=O)Nc1ccc(NC(C)=O)cc1)C(=O)c1c(-c2c(F)cccc2Cl)noc1C
 : -2	1	3	6	-1	2	-6	0.2	-2	11
#45 Cc1ccc([N+](=O)[O-])cc1NC(=O)C(C)NS(=O)(=O)c1ccc(F)cc1 (configuration not stated)
 : 0	0	3	3	-5	7	-5	-0.1	3	-9
#46 CCC(=O)c1ccccc1OCCN1CCN(Cc2ccccc2)CC1
 : -4	1	-1	0	-6	1	6	0.2	0	7
#47 CC1CN(C(=S)Nc2ccc(F)cc2F)CC(C)O1 (configuration not stated)
 : -3	0	-4	7	0	0	6	-0.2	2	-5
#48 COc1ccccc1N=C1SCC(=O)N1c1ccccc1OC
 : 4	0	2	1	5	7	4	0.1	-1	-8
#49 C/C=C/C(=O)Nc1cccc(C2=NOC3(C2)C[C@@H](C(N)=O)N(C(=O)c2cc([N+](=O)[O-])cc([N+](=O)[O-])c2C)C3)c1 (some centres not stated)
 : 4	4	-5	1	2	11*	3	0.2	-4	11

Source: PubChem (several laboratories)
